# Compound activity deposited in PubChem by several laboratories.
# ABHD5 PLIN5 PPI: ABHD5-PLIN5 protein interaction inhibition; Split G. princeps luciferase complementation, luminescence, 4 h; inhibition, % at 4 µM; actives 0.78% (n = 360,000); AID 602281;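 active = inhibition above the mean inhibition across every tested compound plus 3 SD, cut at about 22% in these data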;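 note: 0% = DMSO only wells and the 100% control is not disclosed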
# H9c2 protect: protects H9c2 cardiomyocytes from peroxide injury; protection from H2O2 cell death, % at 20 µM; actives 0.63% (n = 360,000); AID 588492; H2O2 injury protection, ATPLite, 2 h;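 active = compounds giving at least 50% protection of heart cells from peroxide-induced death in the single-dose screen, raw or plate-pattern-corrected value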;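 note: 0% = DMSO wells with peroxide and 100% = DMSO wells without peroxide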
# NOD2-RIPK2 inh: inhibitors of human NOD2-RIPK2 interaction; O43353; CHO BLA complementation NOD2-RIPK2, CCF4 ratio; inhibition, % at 4.98 µM; actives 0.38% (n = 360,000); AID 624267; in the data active = inhibition above about 21%;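 note: 0% = vehicle only and 100% = reference blocker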
# MC4R ag barr: human MC4R agonism via beta-arrestin | P32245 | U2OS MC4R beta-arrestin complementation, luminescence; percent of melanotan II response, DMSO zero | activation, % at 8.9 µM | actives 0.98% (n = 360,000);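 active = activation above a per-plate cutoff, the mean activation of sample wells on that plate plus 3 SD, cut at about 8% in these data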
# HTR2A ag: activates the mouse 5-HT2A serotonin receptor; P35363; CHO-K1 mHTR2A beta-arrestin complementation, luminescence; percent of 30 µM serotonin response; actives 0.66% (n = 360,000); activation, % at 7.6 µM;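 active = activation above a run cutoff, the mean activation of all tested compounds plus 3 SD, cut at about 14% in these data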;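 note: 0% = plate median of compound wells and 100% = 30 µM serotonin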
# MC4R antag cAMP: blocks human MC4R cAMP signaling. actives 0.48% (n = 360,000). MC4R-expressing cells, MTII-stimulated cAMP, LANCE TR-FRET. inhibition, % at 6.5 µM. P32245;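 active = inhibition above its plate's cutoff, the mean of tested wells on that plate plus 3 SD, cut at about 29% in these data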;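 note: 0% = Melanotan II alone and 100% = Melanotan II plus saturating MCL0020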
#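 System: U2OS cells stably expressing human melanocortin 4 receptor (MC4R). Reagent: Melanotan II challenge after compound preincubation. Doses: 6.5 µM. Times: 30-min compound, 1-h challenge, 1-h detection, room temperature. Measured by: TR-FRET with Eu-cAMP and labeled anti-cAMP, 671 nm. Replicates: singlicate.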
# TLR9-MyD88 inh: blocks human TLR9 binding to MyD88; AID 504734; CHO BLA complementation TLR9-MyD88, CCF4 FRET ratio; actives 0.21% (n = 340,000); inhibition, % at 4.98 µM; Q9NR96+Q99836;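 active = inhibition above the mean over all tested compounds plus 3 SD, cut at about 21% in these data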;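 note: 0% = DMSO only wells and 100% = clavulanate BLA inhibitor control wells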
# SRC2 inh: inhibits human steroid receptor coactivator 2 | HEK293 GAL4-SRC2 luciferase reporter, luminescence | Q15596 | actives 0.17% (n = 370,000) | inhibition, % at 9 µM;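 active = inhibition above the mean inhibition of all tested compounds plus 3 SD, set per campaign, cut at about 52% in these data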;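 note: 0% = DMSO treated cells and 100% = cells given Gossypol at 36 µM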
# Target sequence (Q15596 whole entry, looked up, the tested form may be a part): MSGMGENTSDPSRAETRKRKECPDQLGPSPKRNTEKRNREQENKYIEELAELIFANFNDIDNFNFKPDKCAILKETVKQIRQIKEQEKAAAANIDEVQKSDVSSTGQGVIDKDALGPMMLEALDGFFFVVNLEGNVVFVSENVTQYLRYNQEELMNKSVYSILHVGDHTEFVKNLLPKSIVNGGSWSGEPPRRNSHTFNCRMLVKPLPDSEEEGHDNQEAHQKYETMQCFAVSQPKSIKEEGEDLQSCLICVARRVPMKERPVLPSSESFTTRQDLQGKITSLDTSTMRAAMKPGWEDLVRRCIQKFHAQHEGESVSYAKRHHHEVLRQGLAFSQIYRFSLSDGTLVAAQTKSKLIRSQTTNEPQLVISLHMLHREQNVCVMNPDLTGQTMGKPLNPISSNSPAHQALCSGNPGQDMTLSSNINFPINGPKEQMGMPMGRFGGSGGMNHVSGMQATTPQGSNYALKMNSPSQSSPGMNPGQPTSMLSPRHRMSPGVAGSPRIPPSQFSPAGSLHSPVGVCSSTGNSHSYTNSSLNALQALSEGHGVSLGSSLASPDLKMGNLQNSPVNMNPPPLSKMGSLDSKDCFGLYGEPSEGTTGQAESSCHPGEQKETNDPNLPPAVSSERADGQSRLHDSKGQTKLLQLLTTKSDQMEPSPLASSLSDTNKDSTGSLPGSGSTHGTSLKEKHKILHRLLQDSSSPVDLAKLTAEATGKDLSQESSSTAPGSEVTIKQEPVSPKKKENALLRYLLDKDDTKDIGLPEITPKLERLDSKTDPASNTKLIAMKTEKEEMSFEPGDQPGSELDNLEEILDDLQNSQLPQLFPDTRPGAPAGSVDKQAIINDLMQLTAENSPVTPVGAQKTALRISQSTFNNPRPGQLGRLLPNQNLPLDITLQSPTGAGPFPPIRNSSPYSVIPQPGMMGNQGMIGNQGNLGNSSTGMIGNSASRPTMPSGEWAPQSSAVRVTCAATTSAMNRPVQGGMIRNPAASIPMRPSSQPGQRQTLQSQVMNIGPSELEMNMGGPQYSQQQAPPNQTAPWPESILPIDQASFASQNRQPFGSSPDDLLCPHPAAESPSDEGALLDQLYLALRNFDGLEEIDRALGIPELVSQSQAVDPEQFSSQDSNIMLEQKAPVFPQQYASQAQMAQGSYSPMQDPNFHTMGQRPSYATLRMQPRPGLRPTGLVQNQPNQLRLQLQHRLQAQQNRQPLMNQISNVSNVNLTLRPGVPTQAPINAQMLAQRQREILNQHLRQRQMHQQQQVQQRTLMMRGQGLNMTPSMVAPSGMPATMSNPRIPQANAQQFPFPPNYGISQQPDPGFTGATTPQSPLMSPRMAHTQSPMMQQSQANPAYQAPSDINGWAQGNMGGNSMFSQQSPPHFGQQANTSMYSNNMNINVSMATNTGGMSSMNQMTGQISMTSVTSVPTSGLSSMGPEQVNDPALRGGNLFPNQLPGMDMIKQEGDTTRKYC
# N-glyco inh: blocks N-linked glycosylation in D54 reporter cells; actives 0.23% (n = 360,000); AID 588692; D54 ERlucT glycosylation luciferase reporter, 24 h; percent of 100 nM tunicamycin response; reporter increase, % at 12.5 µM;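 active = mean luciferase reporter signal, scaled so untreated is 0 and the glycosylation-blocking control 100, at or above a set limit in every replicate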;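 note: luciferase carries N-glycosylation sites so blocking glycosylation raises the light; 0% = median of neutral control wells and 100% = median of 100 nM tunicamycin wells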
# ABCB6 inh 2: human ABCB6 transporter inhibition; fluorescence ratio to DMSO, % at 10 µM; K562-ABCB6 porphyrin accumulation, flow cytometry, 1 h; hits give low values; Q9NP58; actives 0.19% (n = 360,000); AID 602162;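 active = fluorescence ratio to DMSO below 75%, the collection mean minus 3 SD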;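 note: signal is porphyrin accumulated inside mitochondria; 100% equals median channel fluorescence of DMSO control wells; lower ratio means ABCB6 inhibition with less porphyrin fluorescence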
# Starred values were filed as active, the others as inactive; · = no result given. This is a subset; count on the stated rates, not on these rows.
SMILES,ABHD5 PLIN5 PPI,H9c2 protect,NOD2-RIPK2 inh,MC4R ag barr,HTR2A ag,MC4R antag cAMP,TLR9-MyD88 inh,SRC2 inh,N-glyco inh,ABCB6 inh 2
CC(C)CN(C(=O)COC(=O)CNC(=O)c1ccccc1F)C1CCS(=O)(=O)C1 (centres undefined),4,2,-12,-1.4,-2,10,-3,-26,0,97
CCC(C)[C@H](NC(=O)NCc1ccccn1)C(=O)OC (some centres undefined),-1,-3,-1,-1.1,4,-3,-2,-22,0,87
CCOC(=O)CCN(C(=S)Nc1ccccc1)C1CCCCC1,-10,6,6,-2.1,0,6,-1,-14,2,95
COCCn1c(SCC(=O)NCC(c2ccccc2)N(C)C)nc2sc3c(c2c1=O)CCC3 (centres undefined),-5,9,-7,-0.5,-2,19,-3,3,-2,101
Cc1ccccc1-n1c(SCC(=O)N(C)C2CCS(=O)(=O)C2)nc2ccccc2c1=O (centres undefined),-4,2,-10,-1.9,2,-12,-1,9,2,95
O=C(CCNC(=O)c1ccco1)Nc1ccc(OC(F)(F)F)cc1,3,2,-4,-1.5,0,4,-3,-1,1,103
CCOC(=O)c1ccc(NC(=O)C2(c3ccc(Cl)cc3)CCCC2)cc1,-13,1,-2,5.2,-2,3,-2,15,-3,·
Cc1ccc(CNC(=O)CCS(=O)(=O)c2ccc(Cl)cc2)cc1,2,4,2,-0.9,3,4,-41,-3,4,99
O=C(Nc1cc(S(=O)(=O)N2CCOCC2)ccc1N1CCCC1)c1cnccn1,6,-4,-6,-0.5,5,-1,-7,-7,10,97
CC(=O)C(C(C)=O)c1cc(NS(=O)(=O)c2ccccc2)ccc1NS(=O)(=O)c1ccccc1,2,-1,-15,-0.5,0,-4,3,0,1,81
CCCCCC(=O)NNC1=NCC(Cc2cccc(Cl)c2)S1 (centres undefined),2,2,11,-2.9,-3,-3,-8,-3,-2,99
COc1ccc(C(=O)Nc2oc(-c3ccccc3)c(-c3ccccc3)c2C#N)cc1OC,-1,-2,-7,-1.5,-4,0,1,-10,10,99
CCOC(=O)C1(Cc2cccc(Cl)c2)CCCN(C(=O)CCNC(C)=O)C1 (centres undefined),-3,1,0,2.7,2,27,-3,12,2,104
N#CC1(NC(=O)COC(=O)C2=COCCO2)CCCCC1,-1,7,-5,0.3,-2,10,1,-4,0,98
COCCNC(=O)c1cc2c3ccccc3n(C)c2s1,-6,3,-6,0.9,-6,8,-3,-12,1,97
CCC(=O)Nc1ccc(NC(=O)c2ccc3ccccc3c2)cc1,3,3,-6,2.3,0,-1,-12,-53,-2,102
CCOC(=O)c1c(NC(=O)Cn2cnc3sc(C)c(-c4ccccc4)c3c2=O)sc(C)c1C,0,-8,0,-2.2,0,9,4,-26,-4,199
O=C(Nc1ccccc1)c1cccc2c(Br)cccc12,-3,-1,-3,4.2,-1,2,-11,-1,2,97
CCn1c(C(O)c2ccc3c(c2)OCO3)nc2ccccc21 (centres undefined),-1,-4,-12,-1.0,0,0,-9,-5,-1,89
CCOC(=O)c1c(-c2ccc(OC)cc2)csc1/N=C/N(C)C,-6,1,-1,1.4,1,1,-1,-12,-3,104
CC[n+]1c(/C=C2/C=C(C)CC(C)(C)C2)sc2ccc(OC)cc21,6,-31,4,0.2,5,24,1,9,2,167
N#Cc1nc(-c2ccc(OCc3ccccc3)cc2)oc1NCc1ccco1,5,-19,4,5.1,0,8,-3,5,0,106
COc1ccc(C(CCN2CCCC(C)C2)c2c(OC)cc(OC)c3c2OC(=O)CC3c2cc(OC)c(OC)c(OC)c2)cc1 (centres undefined),-3,-12,2,-0.1,-1,6,-16,·,1,98
COc1ccc2c(c1)C(=NO)c1cc(OC)ccc1-2,-6,-12,-1,-3.0,2,4,0,-7,-2,94
Cc1ccc(N2CC(C(=O)Nc3ccc4c(c3)OCO4)CC2=O)cc1C (centres undefined),3,-2,-11,0.4,1,13,6,-3,0,91
Cn1c(SCc2ccc(Cl)cc2Cl)nc(C(F)(F)F)cc1=O,-7,-3,11,-1.6,-3,8,3,-6,2,96
COc1ccc(-n2cc(C(=O)c3ccc4ccccc4c3O)cn2)cc1,0,0,6,1.4,3,-1,0,-10,1,105
CCOc1cc(/C=N/O)cc(Br)c1OC,-4,4,-9,-0.9,-2,-6,-6,4,-3,98
CN1Cc2ccccc2N(CC(=O)NCc2ccccc2)C1=O,3,7,0,-1.5,-3,-4,-3,-12,2,97
COc1ccc(OCC(=O)N(Cc2cccs2)C2CCS(=O)(=O)C2)cc1 (centres undefined),0,-5,-3,-0.9,-2,0,-8,-19,-1,96
CCOC(=O)Cn1c(=O)oc2cc(S(=O)(=O)NCc3cccs3)ccc21,-14,4,7,-0.2,2,14,5,-2,0,97
Cc1nc2c(C)cccn2c1/C(O)=C1\C(=O)C(=O)N(CCN(C)C)C1c1ccco1 (centres undefined),8,0,6,2.4,3,-4,5,-29,0,96
CCOc1ccc(CCN2C(=S)N([C@@H](Cc3ccccc3)CN3CCCC3CN3C(=S)NC[C@@H]3Cc3ccccc3)C[C@@H]2Cc2ccc(O)cc2)cc1 (some centres undefined),9,·,-8,·,-6,·,·,22,·,99
COC(=O)c1c(N2C(=O)CC(Sc3ccccc3C(=O)O)C2=O)sc2c1CCCC2 (centres undefined),3,10,-4,-2.1,1,6,-5,18,-2,94
CCN(CC)S(=O)(=O)c1ccc(/C=C/C(=O)Nc2c(C)n(C)n(-c3ccccc3)c2=O)cc1,12,-3,0,3.2,7,1,4,-23,0,100
CC1CC(=O)Nc2ccccc2N1C(=O)CN1CCN(c2ccccc2)CC1 (centres undefined),-3,0,11,1.6,-1,2,4,-20,1,102
COc1ccc(C2=NOC(C3(S(=O)(=O)c4ccccc4)CC(O)C3)C2)cc1 (centres undefined),0,2,-6,-1.8,-2,-2,-5,-6,1,90
N#C/C(=C/c1ccc(-c2ccccc2[N+](=O)[O-])o1)C(N)=O,2,0,-4,-3.6,-3,-10,13,7,2,100
CCCCOc1ccc(C(=O)NCC(=O)N2CCN(Cc3ccc4c(c3)OCO4)CC2)cc1,-3,-2,7,-3.0,1,2,3,17,-6,90
OC(COC(c1ccc(Cl)cc1)c1ccc(Cl)cc1)CN1CCCC1 (centres undefined),12,2,-9,1.9,-4,5,3,-4,-4,89
CCn1c(SCc2nc3ccccc3s2)nnc1-c1ccccc1,3,-3,-7,-0.6,4,-3,-3,-39,-1,111
Fc1ccccc1Cc1noc(CN2CCN(C/C=C/c3ccccc3)CC2)n1,-4,-4,1,0.9,-4,22,4,21,-1,95
Cc1ccc(S(=O)(=O)NC(=O)c2cccc(Br)c2)cc1,-10,10,3,-3.6,-1,4,1,-12,5,100
COc1ccc(S(=O)(=O)Nc2c(C(=O)O)[nH]c3ccccc23)cc1,0,4,-6,-1.5,9,5,6,-16,2,101
CCOc1ccc(N2C(=O)CN(CC(=O)OC)C2=S)cc1,-1,4,-4,-1.5,-3,11,-2,-12,0,95
CC1(C)Oc2ccc(NC(=O)c3ccco3)cc2O1,2,-11,-14,1.7,0,9,-18,-55,-4,102
N#Cc1ccc(NCCc2ccccn2)c([N+](=O)[O-])c1,9,4,-9,0.5,4,5,9,6,-2,93
O=C(NCc1ccccc1)c1cnc(Cl)c(Cl)c1,-1,0,4,0.9,-8,18,0,-7,1,106
Cc1csc(NC(=O)CCSCCc2ccccn2)n1,-9,4,-7,1.9,-4,-3,-2,-4,-1,101
CCOC(=O)c1ccc(OCc2c(C)noc2C)cc1,-4,4,-5,0.1,1,0,-1,-41,1,149
CN(C)c1cc[n+](CC(=O)Nc2cc(C(F)(F)F)ccc2Cl)cc1,13,14,4,2.5,0,-11,13,5,3,98
Cc1ccc(Cn2cc(CCC(=O)O)c3ccccc32)cc1,-4,0,-14,0.4,0,2,2,13,1,96
COC(=O)c1cc(C)[nH]c2c(C)cc3nc4ccccc4c3c12,-6,38,11,2.1,-1,-4,3,23,1,96
O=C(O)CCC1(CCC(=O)O)CCCC(CCC(=O)O)(CCC(=O)O)C1=O,5,1,6,-1.6,4,-3,7,3,1,107
CCCCC1=NN2C(=N)CC(=O)N=C2S1,-6,-5,0,0.1,2,10,-18,-9,2,100
N#C/C(=C\Nc1ccc2cn[nH]c2c1)c1nc(-c2ccccc2)cs1,-11,6,-2,-2.4,0,1,-22,-7,5,182
CC(C)(C)NS(=O)(=O)c1ccc(CCC(=O)Nc2cc(Cl)ccc2Oc2ccccc2)cc1,1,-27,-2,2.2,-2,15,-14,13,-11,89
O=[N+]([O-])c1cc(-c2cnc3ccccc3n2)ccc1Oc1ccc(Cl)cc1,0,-16,-2,-2.6,2,6,0,-33,2,98
CCc1ccc(NC(=O)CSc2nnc(CNC(=O)c3c(F)cccc3Cl)o2)cc1,-3,0,2,-3.3,-4,7,20,-9,2,83
CCOc1ccc(C(C)C)cc1S(=O)(=O)n1nc(C)cc1C,-3,-2,3,-0.4,4,15,-8,-1,-1,101

# Three entries already listed, arranged by their value in MC4R ag barr, falling:
SMILES	ABHD5 PLIN5 PPI	NOD2-RIPK2 inh	MC4R ag barr	HTR2A ag	MC4R antag cAMP	TLR9-MyD88 inh	SRC2 inh	N-glyco inh	ABCB6 inh 2
CCCCC1=NN2C(=N)CC(=O)N=C2S1	-6	0	0.1	2	10	-18	-9	2	100
CCn1c(SCc2nc3ccccc3s2)nnc1-c1ccccc1	3	-7	-0.6	4	-3	-3	-39	-1	111
N#C/C(=C\Nc1ccc2cn[nH]c2c1)c1nc(-c2ccccc2)cs1	-11	-2	-2.4	0	1	-22	-7	5	182

# Remaining list, next part
SMILES,ABHD5 PLIN5 PPI,H9c2 protect,NOD2-RIPK2 inh,MC4R ag barr,HTR2A ag,MC4R antag cAMP,TLR9-MyD88 inh,SRC2 inh,N-glyco inh,ABCB6 inh 2
COC(=O)c1cc(NS(=O)(=O)c2ccc(N3CCC(C)CC3)c([N+](=O)[O-])c2)cc(C(=O)OC)c1,-7,-12,-3,3.9,-3,13,0,8,1,104
COc1ccc(-n2c(NC(=O)c3ccco3)c(C#N)c3nc4ccccc4nc32)cc1,11,0,3,0.0,2,-3,-5,4,-2,110
Cc1ccc(/C=N/NC(=O)c2ccc(OC3CCCC3)cc2)o1,-1,-6,2,-2.5,-6,-6,2,-2,-1,100
COc1cccc(C(NC(C)=O)c2nc(-c3cc4ccccc4o3)cs2)c1 (centres undefined),1,-9,-11,2.0,-4,2,·,-21,2,95
COc1ccc(OC)c(S(=O)(=O)N(C)CC(=O)N2CCN(c3ccccc3F)CC2)c1,3,-8,8,-1.3,2,6,4,11,2,95
O=c1[nH]c2ccc(Br)cc2o1,5,-1,2,-0.6,2,3,-4,-10,0,105
O=C(NNC(=O)c1ccccc1Cl)c1cc2cc(OC(F)(F)F)ccc2[nH]1,-1,10,-1,-2.5,-2,3,5,-3,2,87
O=C(/C=C/c1ccc2c(c1)OCO2)Nc1nncs1,-6,-6,-4,0.4,-4,-2,·,-28,-7,96
